AT treatment – qHTS Assay for Identifying a Potential Treatment of Ataxia-Telangiectasia; […] A-T fibroblasts, KAP-1 phosphorylation AlphaLISA; neocarzinostatin DNA damage 30 min before lysis; Potency, µM (series often up to 57.5 µM), without a hit: top-dose activation, hits mostly activators; 320,000 compounds, 0.19% hits; AID 485349, 2010; also: potency is read from the fitted curve at half-maximal effect; % of control where 0% means no effect; nearly all actives have a fitted effect of over 45% in size
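hTERT-immortalized A-T patient fibroblasts ([…]), 500 cells/well in OPTI-MEM, 1% FBS, got compounds for 60 min, then NCS for 30 min at 37C. Lysates were then assayed for phospho-KAP-1 by AlphaLISA (anti-pKAP1 donor, anti-KAP1 acceptor beads), 6 hr at 25C.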
TCR activator – Activators of T cell receptors: qHTS campaign | Potency, µM (series often up to 9.22 µM), inactives show at the highest dose activation of IL-2 secretion, usual class: activators | primary human leukocytes, anti-CD3, IL-2 HTRF, 48 h | AID 504894, 2011 | 330,000 tested, under 10 active; also: % of control where 0% means no effect
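Human primary leukocytes + a-CD3 beads + cpd, 48 hr; IL-2 in supernatant by HTRF (ex 320nm / em 665nm). No co-stimulatory signal supplied.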
a7 integrin act – qHTS for Activators of Integrin-Mediated Alleviation for Muscular Dystrophy; alpha7betagal myoblasts, beta-gal FDG fluorescence, 48 h; Potency, µM (titrated, usually from 38.3 µM), for the others: top-dose activation, most hits filed as activators; 350,000 compounds, 0.064% hits;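 also: potency is read from the fitted curve at half-maximal effect; 100% = response of the positive control SU9516; nearly all actives have a fitted effect of over 60% in size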
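Alpha7betagal+/- myoblasts (passage 13) were plated 16-24 hr, then exposed to compounds (1:260 dilution of DMSO stock) for 48 hours at 37C. After MPER lysis, β-galactosidase reporter activity was read as FDG fluorescence (ex 480/em 540) after 30 minutes.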
Mito fusion yeast – qHTS Assay for Small Molecule Inhibitors of Mitochondrial Division or Activators of Mitochondrial Fusion; S. cerevisiae fusion-defective mutant growth rescue, CellTiterGlo 48 h; Potency, µM (titrated, usually from 46.1 µM), for inactives: top-dose growth rescue (activation), hits mostly activators; 320,000 compounds, 0.23% hits; AID 485298, 2010;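 also: potency is read from the fitted curve at half-maximal effect; % of control where 0% means no effect; nearly all actives have a fitted effect of over 45% in size; temperature-sensitive fusion mutants such as fzo1-1 at 37 °C on non-fermentable ethanol glycerol medium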
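Temperature-sensitive fusion-defective S. cerevisiae (e.g. fzo1-1, mgm1-5) were grown with compound in YPEG medium (3% ethanol, 3% glycerol) for 48 hours at 37C. Growth rescue was measured as viability by CellTiterGlo luminescence after 10 minutes at ambient.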
Tb PFK inh – qHTS Assay to Find Inhibitors of T. brucei phosphofructokinase | ATP-dependent 6-phosphofructokinase (Trypanosoma brucei brucei), O15648 | T. brucei PFK, ADP-Glo luminescence | Potency, µM (highest dose often 57.5 µM), without a hit: top-dose activity, negative = inhibition, most hits filed as inhibitors | 330,000 compounds, 0.17% hits | AID 485367, 2010;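 also: potency is read from the fitted curve at half-maximal effect; 0% = uninhibited 1x PFK enzyme wells and -100% = no-enzyme wells; nearly all actives have a fitted effect of over 60% in size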
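Activity is normalized to no-enzyme wells (full inhibition) and 1.25 nM enzyme wells (no inhibition). Reaction: 0.5 mM F6P, 0.1 mM ATP, 45 min RT, ADP-Glo luminescence; concentration-response curves fitted and classed by quality.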
ASM inhibitor – Inhibitors of Secretory Acid Sphingomyelinase (S-ASM): qHTS. Sphingomyelin phosphodiesterase (Homo sapiens), P17405. placental ASM, HMU-PC fluorogenic substrate, 60 min. Potency, µM (highest dose often 57.5 µM), inactives show top-dose activity change, negative = inhibition, hits mostly inhibitors. 340,000 compounds, 0.006% hits; also: potency is read from the fitted curve at half-maximal effect
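HMU-PC0 cleavage (9 uM final) by human placental ASM, 60 min at 37 °C following 10 min compound exposure at RT; stopped at pH 10, fluorescence Ex 386/Em 447 nm.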
Eya2 inh – qHTS Assay for Inhibitors of the Phosphatase Activity of Eya2; AID 488837, 2010; Protein phosphatase EYA2 (Homo sapiens), O00167; recombinant Eya2, OMFP fluorescence dephosphorylation (OMFP is methylfluorescein phosphate); Potency, µM (top dose mostly 76.9 µM), for the others: top-dose activity, negative = inhibition, hits mostly inhibitors; 330,000 compounds, 0.006% hits; also: potency is read from the fitted curve at half-maximal effect; % is scaled to controls: 0 for no effect and ±100 for the full control effect
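Eya2 protein (added as 0.2 uM solution) was preincubated with compound for 10 min at ambient temperature in 50 mM HEPES pH 7.5, 50 mM NaCl, 5 uM MgCl2, 0.05% BSA, 1 mM DTT. OMFP (added at 50 uM) then reacted 10 min; fluorescence read at 485/525 nm.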
PTAP TSG101 blk – qHTS Assay for Iinhibitors of HIV-1 Budding by Blocking the Interaction of PTAP/TSG101 | Fluorescence polarization, FITC-PTAP peptide / Tsg101 binding | Potency, µM (top dose mostly 115 µM), for inactives: at the highest dose activity change, negative = inhibition, hits mostly inhibitors | AID 493005, 2010 | Tumor susceptibility gene 101 protein (Homo sapiens), Q99816 | 340,000 tested, under 10 active; active = well fitted inhibition curve with a large enough effect in the main read-out, with a control signal flat, not every such curve was filed as active; inconclusive = small, poorly fitted or top-dose-only effect, or effect the other way, or a change in a side signal; inactive = no such curve, though single readings can be large or run the other way; also: potency is read from the fitted curve at half-maximal effect; % of control where 0% means no effect
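Steps: Tsg101 binding domain dispensed (10 uM final), compounds pinned in DMSO, FITC-labeled PTAP-motif peptide added (50 nM final); after 20 min binding at room temperature, polarization measured.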
ELG1 repair inh – qHTS screen for small molecules that inhibit ELG1-dependent DNA repair in human embryonic kidney (HEK293T) cells expressing luciferase-tagged ELG1 | AID 504467, 2011 | HEK293T ELG1-luciferase reporter, luminescence, 16 h; DNA damage induced by 5-fluorouridine | Potency, µM (titrated, usually from 46.1 µM), inactives show at the top dose activity change, negative = inhibition, usual class: inhibitors | 330,000 compounds, 2.3% hits; also: potency is read from the fitted curve at half-maximal effect; % is scaled to controls: 0 for no effect and ±100 for the full control effect; nearly all actives have a fitted effect of over 55% in size
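Step one: seed 2,000 cells per well. Step two: pin-transfer compound or DMSO alongside 5-fluorouridine. Step three: incubate 16 hr, 37 °C, 5% CO2. Step four: add ONE-Glo, wait 30 min, read luminescence.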
TSHR antag – Antagonists of the Thyroid Stimulating Hormone Receptor: HTS campaign | 330,000 compounds, 0.2% hits | Thyrotropin receptor (Homo sapiens), P16473 | AID 504810, 2011 | activity change, negative = inhibition, % at 11.5 µM | TSHR-expressing cells, TSH-stimulated cAMP HTRF, 2 h; hits give low values;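 active = activity change below a set negative limit, meaning inhibition stronger than a set level, cut at about -70% in these data; inconclusive = activity change between two set negative limits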; also: % is scaled to controls: 0 for no effect and ±100 for the full control effect
Target sequence (P16473 whole entry, looked up): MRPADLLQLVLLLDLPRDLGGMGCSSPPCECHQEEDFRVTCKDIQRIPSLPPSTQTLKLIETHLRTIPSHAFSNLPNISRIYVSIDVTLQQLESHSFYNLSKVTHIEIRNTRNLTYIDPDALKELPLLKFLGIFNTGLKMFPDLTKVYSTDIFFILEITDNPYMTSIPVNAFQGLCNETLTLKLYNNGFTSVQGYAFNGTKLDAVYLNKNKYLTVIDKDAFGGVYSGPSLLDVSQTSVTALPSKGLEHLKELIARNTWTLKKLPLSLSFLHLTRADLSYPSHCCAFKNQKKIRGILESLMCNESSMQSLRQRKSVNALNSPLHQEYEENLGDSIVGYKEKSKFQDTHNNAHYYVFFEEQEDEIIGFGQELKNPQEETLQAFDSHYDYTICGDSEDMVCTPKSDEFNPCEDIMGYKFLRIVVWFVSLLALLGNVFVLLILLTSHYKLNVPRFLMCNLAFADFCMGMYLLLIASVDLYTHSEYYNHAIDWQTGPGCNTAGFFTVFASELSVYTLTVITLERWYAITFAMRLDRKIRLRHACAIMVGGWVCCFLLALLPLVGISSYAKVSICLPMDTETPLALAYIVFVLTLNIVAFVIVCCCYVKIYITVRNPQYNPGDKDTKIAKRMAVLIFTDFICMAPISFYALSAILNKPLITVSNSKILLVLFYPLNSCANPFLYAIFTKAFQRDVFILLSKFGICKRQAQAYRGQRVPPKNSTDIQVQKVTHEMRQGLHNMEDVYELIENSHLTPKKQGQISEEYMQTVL
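TSHR-expressing cells, 200/well, pre-treated with compound, then stimulated with EC80 TSH (4nM final) for 2 hours at 37 deg C. cAMP measured by competitive HTRF: anti-cAMP cryptate antibody in lysis buffer plus cAMP-d2, read after 30 minutes at room temperature.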
BCR signal inh – qHTS Assay to Find Inhibitors of Chronic Active B-Cell Receptor Signaling; 340,000 compounds, 0.05% hits; Potency, µM (top dose mostly 46.1 µM), for the others: top-dose ratio change, negative = lower green/red ratio, usual class: inhibitors; ABC-DLBCL IkBa-CBG/CBR reporter, luminescence ratio, 4 h; active = well fitted inhibition curve with a large enough effect in the signal ratio, with a control signal flat, not every such curve was filed as active; inconclusive = small, poorly fitted or top-dose-only effect, or effect the other way, or a change in a side signal; the % refers to the signal ratio;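 also: potency is read from the fitted curve at half-maximal effect; plate controls were basal doxycycline-induced cells for no effect and cells given 10 µM MG132 for full effect; MG132 reads +100%, hits lower the ratio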
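Compounds up to 46 uM were incubated four hours with TMD8 cells whose green CBG68 luciferase is fused to IkappaBalpha; red CBR luminescence normalised the signal, and concentration-effect curves were fitted to fusion, red and ratio data.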
* hit, by the source's call; ? = inconclusive; / = no result given; [ ] = remark or other dose. Unless noted, calls follow the shape of the dose curve; as a rule, active = well fitted curve in the direction sought with a large enough effect; inconclusive = small, poorly fitted or top-dose-only effect, or another doubt; inactive = no such curve, though single readings can be large; an effect the other way counts as inactive or inconclusive.

Molecule	AT treatment	TCR activator	a7 integrin act	Mito fusion yeast	Tb PFK inh	ASM inhibitor	Eya2 inh	PTAP TSG101 blk	ELG1 repair inh	TSHR antag	BCR signal inh
COc1ccc(-c2nc(-c3ccc(O)cc3O)cs2)cc1OC	3%	1%	-4%	?	2%	-6%	-3%	5%	9%	-7	-4%
O=C(NC1CC1)c1ccc(NS(=O)(=O)c2ccccc2)cc1	0%	-7%	24%	-5%	1%	1%	2%	-2%	2%	-26	1%
Cn1ncc(C(=O)Nc2ccc(OC(F)(F)F)cc2)c1-n1cccc1	-11%	11%	?	1%	-3%	-6%	-3%	-5%	1%	2	?
COc1cc2cc(CN(Cc3nnnn3C3CCCC3)C3CCCC3)c(=O)[nH]c2cc1OC	-3%	/	/	2%	3%	/	2%	/	-4%	-7	0%
CCC(C)n1c(SCC(=O)NC(=O)c2cccn2C)nc2ccccc2c1=O (stereo not given)	5%	-5%	-12%	1%	-4%	-2%	-7%	1%	?	-19	1%
O=C(CNS(=O)(=O)c1ccccc1)N1CCc2ccccc2C1	11%	/	10%	2%	2%	-1%	-20%	0%	?	10	-1%
CC(=O)Nc1nc(CC(C)C)cc2c1c(=O)oc1ccccc12	-2%	-7%	?	7%	0%	9%	-5%	-6%	10%	9	2%
O=C(/C=C/c1cccs1)c1ccc(NC(=O)c2ccccc2F)cc1	-11%	-3%	-23%	22%	0%	-1%	-16%	-5%	?	-8	?
O=C1NC2(CCCCCC2)C(=O)N1Cc1ccc([N+](=O)[O-])cc1	0%	3%[46.1 µM]	2%	2%	4%	-2%	3%	-1%	12%	-5	11%
Cc1ccc(-n2ncc(Br)c(Br)c2=O)cc1	-8%	4%	-62%[inhibitor]	-9%	-5%	-5%	-4%	-9%	?	-41	?
CCCc1[nH]nc2c1C(c1ccc(OC(=O)N3CCOCC3)cc1)C(C#N)=C(N)O2 (stereo not given)	0%	6%	-1%	-2%	1%	-3%	9%	-3%	?	0	7%
Clc1ccc(-c2nnc(-c3ccccc3)c(-c3c[nH]c4ccccc34)n2)cc1	19%	-6%	-1%	1%	-5%	9%	1%	-1%	-1%	23	?
CN(Cc1ccccc1)CC(O)COc1ccc(CNCCc2cccnc2)cc1 (stereo not given)	0%	-1%	-53%[inhibitor]	-4%	2%	4%	-4%	-3%	10%	12	-1%
Cc1ccc(Cl)cc1Nc1nc(-c2cccnc2)cs1	14%	-1%	17%	7%	-3%	-11%	-6%	-3%	?	3	-17%
CCOC(=O)C1=C(C)NC(SC)=NC1c1ccccc1 (stereo not given)	5%	0%[46.1 µM]	-10%	-1%	0%	4%	-5%	-8%	-1%	-15	?
CN(CC(=O)NC(=O)NC1CCCCC1)CC(=O)Nc1ccc(OC(F)(F)F)cc1	-3%	7%	-41%	?	-1%	-8%	-13%	-1%	?	-17	?
COC(=O)CCN1CCN(S(=O)(=O)c2ccc3c(c2)OCCO3)CC1	-4%	9%	-22%	-3%	0%	5%	-9%	2%	5%	4	-1%
COc1cc(C(=O)NNC(=O)Nc2ccc([N+](=O)[O-])cc2)cc(OC)c1OC	5%	9%	43%	-1%	-6%	-4%	3%	0%	-15%	10	-2%
O=c1ccnc(SCCC(F)=C(F)F)[nH]1	2%	1%	-12%	?	1%	0%	-2%	0%	2%	2	-16%
CCCOc1ccc(C(=O)O)cc1	-8%	-4%	-11%	-3%	-7%	-3%	1%	1%	-2%	3	?
Cn1cc(S(=O)(=O)Nc2ccc(Oc3ccccc3)cc2)c(=O)n(C)c1=O	6%	14%	2%	0%	?	-1%	-19%	/	?	2	6%
COc1ccc(NC(=O)NNC(=O)c2ccc(Cl)cc2Cl)cc1OC	-5%	-13%	-15%	-2%	-12%	0%	5%	1%	-11%	0	0%
COc1ccc(CCNC(=O)COC(=O)c2cnc(Cl)c(Cl)c2)cc1	-27%	6%	-4%	/	0%	-8%	-1%	1%	15%	/	1%
Cn1c(N)c(C(=O)COC(=O)c2cc(S(=O)(=O)N3CCOCC3)ccc2F)c(=O)n(C)c1=O	-4%	4%	-46%[inhibitor]	/	?	-1%	-22%	-9%	?	/	?
CCOC(=O)c1c(NC(C)=O)sc2c(O)c(CN3CCN(CC)CC3)ccc12	-12%	-2%	2%	0%	1%	-1%	-6%	-6%	19%	-13	1%
CCOC(=O)c1nnc(-c2ccc(C)cc2)nc1Oc1ccccc1Cl	3%	2%	1%	-3%	-10%	-21%	15%	1%	5%	-14	?
COc1cc(Cl)c(S(=O)(=O)NCCCn2ccnc2)cc1Cl	-5%	8%	25%	4%	-4%	5%	8%	-13%	3%	-5	-3%
COc1ccccc1N1C(=O)C2C(c3ccccc3F)NN(C(=O)c3ccc(C)cc3)C2C1=O (stereo not given)	36%	-14%	2%	-3%	6%	-3%	-1%	-3%	14%	-2	4%
CC1=C(C(N)=O)C(c2cccs2)n2nc(-c3cccc(C)c3)nc2N1 (stereo not given)	2%	-4%	17%	8%	-3%	-2%	-14%	-1%	6%	2	0%
COc1ccc(C)cc1NC(=O)C(OC(=O)c1ccc(Cl)c(S(=O)(=O)N(C)c2ccccc2)c1)c1ccccc1 (stereo not given)	-3%	0%	-10%	-10%	-11%	1%	0%	-2%	14%	0	?
CCOC(=O)CSc1nc2ccccc2c(=O)n1CC(C)C	6%	-2%	-1%	10%	0%	1%	2%	-4%	2%	3	?
CCn1c(CNC(=O)Cc2ccc(OC)cc2)n[nH]c1=S	-2%	-6%	21%	27%	-2%	1%	-2%	0%	-1%	-8	-2%
CCCCn1c(N)c(N(CC)C(=O)C2CCC2)c(=O)[nH]c1=O	1%	-8%	-26%	-2%	0%	6%	8%	1%	12%	-5	2%
NC(=O)C1(NC(=O)[C@@H]2CC3(CC(c4cccc(NC(=O)[C@@H]5CCC(=O)N5)c4)=NO3)CN2C(=O)c2cnccn2)CC1 (stereo not given in full)	31%	3%	4%	-4%	3%	8%	5%	-3%	2%	7	3%
CC1CCCC(C)N1C(=O)CSc1nnc(CSc2ncccn2)n1C (stereo not given)	2%	/	-7%	0%	3%	5%	-3%	/	3%	-2	-2%
O=C(c1ccc(F)cc1)N1CCN2C(=O)c3ccccc3C12c1ccc(Cl)cc1 (stereo not given)	1%	/	1%	3%	0%	-3%	-10%	-1%	-14%	2	?
CC(C)CC(c1nnnn1C(C)C)N1CCN(C(=O)c2ccco2)CC1 (stereo not given)	4%	3%	9%	3%	8%	1%	3%	-7%	?	5	1%
O=C(OCc1ccc(Cl)c(Cl)c1)c1cnccn1	-4%	0%	-5%	0%	?	0%	-3%	46%[activator]	0%	10	-3%
S=C(NCCc1cnc[nH]1)NC1CCCC1	-8%	-1%	?	3%	5%	8%	-2%	-6%	10%	-9	1%
CCN1CCN(C(=O)Cn2nc(-c3ccc(Cl)cc3)ccc2=O)CC1	1%	-8%	22%	1%	7%	0%	-6%	-3%	-13%	6	6%

Assay outcomes (PubChem BioAssay)

Not a hit list. About 3.2% of those tested had a hit in this group.
